Cl transport mod – modulates chloride dependent transport by human KCC2; Q9H2X9; KCC2 cells, thallium flux FluoZin-2 fluorescence; B-score of Tl+ flux slope (higher = more flux/activation; lower = inhibition) at 10 µM; 190,000 compounds, 2.2% hits; AID 1456;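 active means thallium flux slope and its plate-corrected score both differing from the plate sample mean at a set confidence after two filtering rounds, in either direction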;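 further: slope of fluorescence scaled to starting intensity during 10 to 20 s after thallium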
Hck-Nef inh – blocks Nef-activated human Hck kinase; inhibition, % at 20 µM; Recombinant Hck-YEEI plus Nef, Z-Lyte FRET kinase assay; AID 463187; 220,000 compounds, 0.68% hits;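 active means Hck-Nef kinase inhibition above about 50%, limit read from the data; inactive means inhibition below that limit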;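 further: 0% = DMSO with Hck plus Nef and 100% = Hck alone without Nef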
TNF necrop inh – TNF-alpha cell death inhibition in Jurkat FADD-/- cells; AID 463075; activation (protection from cell death), % at 10 µM; Jurkat FADD-/- TNF necroptosis rescue, ATP luminescence, 24 h; 0 = TNF only, 100 = no-TNF cells; 220,000 compounds, 0.068% hits;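 active means activation, meaning protection from cell death, of at least 50% relative to plate controls; inactive means activation below 50%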;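 further: necroptosis triggered by 40 ng/mL TNF-alpha added together with compound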
L929 necroptosis – L929 zVAD cell death inhibition | L929 zVAD necroptosis rescue, ATP luminescence, 24 h; with zVAD 60 µM | 220,000 compounds, 0.38% hits | viability rescue, % at 10 µM | AID 1377;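 active means activation, scaled between plate controls, above about 75%, limit read from the data; inactive means activation under that limit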;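 further: 0% = zVAD with DMSO and 100% = DMSO alone without zVAD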
Rad51 HR inh – Rad51 (human) homologous recombination inhibition. 200,000 compounds, 0.085% hits. hRad51 DNA strand exchange, fluorescence dequenching. AID 1385. Q06609. inhibition, % at 10 µM;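 active means inhibition above 40% at the single screening dose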;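 further: 0% = DMSO control wells and 100% = blanks with heterologous ssDNA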
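Material: Human Rad51 nucleoprotein filaments preassembled on unlabelled ssDNA | Also added: Labelled 47-mer dsDNA for strand exchange | Dosing: Single dose, 10 µM final compound | Schedule: 30-min compound preincubation and 15-min exchange, both room temperature | Technique: Fluorescence dequenching at 485/520 nm | Measure: Percent inhibition relative to plate controls and blanks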
FXIa inh 1536 – inhibitors of human coagulation factor XIa. inhibition, % at 5 µM. 220,000 compounds, 0.14% hits. purified FXIa, Boc-Glu-Ala-Arg-AMC fluorogenic substrate. P03951;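 active means inhibition of at least 40%; inactive means inhibition below 40%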;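 further: fluorescence of freed AMC excited at 355 nm; 0% = enzyme without compound and 100% = no enzyme blank; many of its hits are not listed in these tables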
Target sequence (P03951 19-387 limits assumed): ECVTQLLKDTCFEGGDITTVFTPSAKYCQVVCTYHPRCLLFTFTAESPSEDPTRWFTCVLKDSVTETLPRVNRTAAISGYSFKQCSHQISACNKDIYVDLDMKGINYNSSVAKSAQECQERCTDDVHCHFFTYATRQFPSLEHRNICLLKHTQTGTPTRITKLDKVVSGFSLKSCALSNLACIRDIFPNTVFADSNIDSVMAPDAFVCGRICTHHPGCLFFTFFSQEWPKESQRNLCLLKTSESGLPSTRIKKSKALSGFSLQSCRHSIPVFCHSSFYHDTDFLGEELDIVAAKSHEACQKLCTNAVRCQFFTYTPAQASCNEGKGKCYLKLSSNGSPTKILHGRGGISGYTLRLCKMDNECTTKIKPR
Target sequence (P03951 388-625 limits assumed): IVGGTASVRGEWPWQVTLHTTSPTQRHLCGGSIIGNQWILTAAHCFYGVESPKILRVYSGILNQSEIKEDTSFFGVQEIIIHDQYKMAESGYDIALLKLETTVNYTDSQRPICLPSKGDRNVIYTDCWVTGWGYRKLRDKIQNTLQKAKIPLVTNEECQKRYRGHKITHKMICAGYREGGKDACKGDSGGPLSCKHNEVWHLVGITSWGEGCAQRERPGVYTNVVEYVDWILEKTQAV
thrombin 1536 – thrombin (human) inhibition | alpha-thrombin, Boc-VPR-AMC fluorogenic substrate cleavage | inhibition, % at 5 µM | 220,000 compounds, 0.26% hits;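 active means inhibition at or above 40%; inactive means inhibition below 40%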;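 further: 0% = enzyme with no compound and 100% = wells without enzyme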
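System: Human alpha-thrombin protein | Medium: pH 7.5 Tris (50 mM) with NaCl 150 mM, Tween 20 0.05% | Times: Enzyme reaction carried out at room temperature | Detection: AMC fluorescence, 355/460 nm | Evaluation: Percent inhibition scaled between no-compound controls and no-enzyme blanks | Benchmarks: Enzyme without compound as high, wells lacking enzyme as low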
FXIIa inh 1536 – inhibitors of human coagulation factor XIIa; P00748; purified FXIIa, Boc-QGR-AMC fluorogenic substrate, 2 h; inhibition, % at 5 µM; 220,000 compounds, 0.3% hits; in the data active means inhibition above about 40%;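 further: 0% = enzyme with no compound and 100% = blank without enzyme; many of its hits are not listed in these tables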
hK5 inh – blocks human kallikrein 5 protease activity. Q9Y337. recombinant hK5, fluorogenic AMC substrate cleavage. inhibition, % at 5 µM. 210,000 compounds, 0.59% hits. AID 873;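 active means inhibition of 40% or more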;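 further: 0% = enzyme controls without compound and 100% = no-enzyme blanks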
Target sequence (Q9Y337 67-293 limits assumed): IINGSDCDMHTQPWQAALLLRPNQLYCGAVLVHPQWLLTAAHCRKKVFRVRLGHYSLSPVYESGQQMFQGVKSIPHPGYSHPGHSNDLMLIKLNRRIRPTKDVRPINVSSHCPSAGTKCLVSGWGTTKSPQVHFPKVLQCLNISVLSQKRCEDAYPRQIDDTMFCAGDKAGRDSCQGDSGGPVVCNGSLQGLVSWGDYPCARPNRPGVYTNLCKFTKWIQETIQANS
* marks the source's active call; other numbers are inactive results; . = not tested or not shown.

SMILES	Cl transport mod	Hck-Nef inh	TNF necrop inh	L929 necroptosis	Rad51 HR inh	FXIa inh 1536	thrombin 1536	FXIIa inh 1536	hK5 inh
COCCn1c(C)cc(C(=O)CN2CCCCC2)c1C	-0.025	22	0.8	5.2	8	-2	9	8	2
Cc1ccccc1NC(C)C(=O)N/N=C/c1ccccc1OCc1cccc(Br)c1 (stereo not drawn)	-2.2	0	-7.8	0.0	7	0	-2	12	-6
Cc1ccc(C(=O)/C=C/c2ccc(-c3ccccc3[N+](=O)[O-])o2)cc1	-0.2	-1	-4.5	0.5	-15	6	2	15	8
O=C(Nn1cnnc1)c1ccc(F)c(S(=O)(=O)N2CCCCC2)c1	-0.043	-1	-2.5	0.8	6	5	-1	12	-7
O=C(NC1CCN(C(=S)NCc2ccco2)CC1)NC12CC3CC(CC(C3)C1)C2	0.26	1	-2.8	0.2	-2	-2	-11	13	-5
COc1ccc(-n2c(SCC#N)nc3ccccc3c2=O)cc1	-0.67	1	12	-0.2	-2	1	-3	4	-8
O=C(NC(=S)Nc1ccc2c(c1)OCO2)c1ccccc1	.	1	-2.8	-0.3	12	-2	-2	4	-24
O=C(COC(=O)c1cccc(NC(=O)c2ccco2)c1)c1ccc(Br)cc1	-0.56	0	-2.5	0.1	1	2	-19	-2	1
CC(C)(C)c1nc(SCC(=O)c2ccccc2)c2ccccc2n1	1.7	13	-1.0	3.8	-9	-4	2	8	-5
Cc1ccc(Cl)cc1NC(=O)c1cc2ccccc2cc1O	-1.2	-105	-27	2.6	16	8	0	10	4
CCOc1cc(N2CCOCC2)c(OCC)cc1NC(=O)COC(=O)c1cc2ccccc2cc1O	-0.092	13	0.5	0.1	2	3	-3	2	-15
COC(=O)CNC(=O)c1c(-c2ccccc2Cl)noc1C	0.13	3	0.5	0.2	13	-10	-11	0	-11
COc1cc(/C=N/Nc2nc3c(c(=O)n(C)c(=O)n3C)n2Cc2ccccc2)ccc1OC(=O)c1ccco1	1.1	3	-7.3	3.8	-12	4	-5	10	1
COc1ccc(NC(=S)/N=C(\N)Nc2nc(C)c3ccc(C)cc3n2)cc1	-0.48	-8	-4.2	0.0	.	-1	0	4	.
CCc1ccc(S(=O)(=O)Nc2ccc(C)c(NS(C)(=O)=O)c2)cc1	0.3	15	0.6	0.8	15	1	0	9	1
CC(=O)Nc1cccc(NC(=O)c2sc3ncn(CC(=O)N4CCCCC4)c(=O)c3c2C)c1	1.7	-6	1.9	2.0	15	4	-9	16	-15
O=C(c1ccccc1)c1c[nH]c(C(=O)C(Cl)(Cl)Cl)c1	0.44	10	-6.1	3.0	15	-1	0	-2	-14
O=C(Nc1ccccc1N1CCOCC1)c1ccc2ccccc2n1	.	0	-0.5	0.4	-1	7	3	13	-12
COc1cc(NC(=O)c2cc3ccccc3cc2O)c(OC)cc1Cl	0.94	24	-6.1	0.1	-1	-2	-3	6	-2
Cc1nc(N)nc(N)c1/C=C/C(C)(C)c1ccc(Cl)cc1	-0.47	5	-11	13	24	-4	-7	0	-7
COc1ccc(CN2CCCC(C(=O)c3cccc(C(F)(F)F)c3)C2)cc1O (stereo not drawn)	0.0043	-1	1.2	0.1	-4	0	0	6	1
Cc1cc2oc(C(=O)N(Cc3ccco3)C3CCS(=O)(=O)C3)cc(=O)c2cc1Cl (stereo not drawn)	0.34	2	-1.0	-0.3	-1	-8	-9	-6	1
O=C(CSc1cccc(C(F)(F)F)c1)NC(=O)NCc1ccco1	0.018	-5	0.8	0.2	-1	5	3	18	-55
O=C(c1ccc2ncsc2c1)N1CCN(c2ccc(O)cc2)CC1	0.65	0	-3.4	0.0	5	1	6	21	-4
COC(=O)c1ccc(N/C=C\C(=O)c2ccc3c(c2)OCO3)cc1	0.89	20	0.1	3.6	2	-3	-3	8	-1
Cc1ccc(N(Cc2cc3ccccc3[nH]c2=O)C(=O)c2cccs2)cc1C	0.85	12	-6.7	0.7	.	-2	-10	5	-2
CN(C)CCNCc1ccc(OC2CCCC2)cc1	.	-1	0.1	0.4	-1	-5	1	17	0
COc1ccc(C(=O)N2CCN(Cc3cc(OC)c(O)c(OC)c3)CC2)cc1OC	-0.16	1	-1.5	0.6	8	3	0	15	2
COc1ccc(/C=C2\SC(=O)N=C2N)cc1	0.56	3	-0.3	1.3	5	-1	-4	5	-17
CCOc1ccc(NCc2cc3c(C(C)(C)C)nn(-c4ccccc4)c3[nH]c2=O)cc1	1.3	9	-0.1	2.7	-3	9	2	20	10
Cc1c(S(=O)(=O)Nc2ccc3c(c2)OCCO3)cnn1C	0.65	10	1.6	1.5	.	-2	-3	2	.
CC(=O)Nc1ccc(S(=O)(=O)N2CCN(S(=O)(=O)N3CCCCC3)CC2)cc1	1.1	-3	4.3	0.8	.	-4	-8	4	.
CCOC(=O)C(NC(C)=O)C(=O)Nc1c(C)cccc1C (stereo not drawn)	1.2	20	0.1	3.8	1	0	0	5	-5
Cc1cc2c(cc1C)CSC(c1ccc(O)cc1)SC2	-0.43	0	-0.5	-0.2	1	-17	-3	8	-3
O=C(NCCc1ccccc1)Nc1ccc2c(c1)OCO2	-0.0049	-2	3.3	0.4	1	0	-6	.	2
CC(=O)C1=C(O)CC(C)(C)CC1=NCc1nc2ccccc2[nH]1	0.24	4	1.3	-0.3	.	2	0	11	.
O=C(N/N=C/c1ccco1)c1cc(C2CC2)[nH]n1	0.02	25	-0.1	4.3	-8	-19	-8	-1	23
CC1(C)NC(=O)N(CC(O)Cn2c3ccccc3c3ccccc32)C1=O (stereo not drawn)	-0.086	22	-0.4	-0.9	6	1	-4	14	5
N#Cc1cccc(N=Cc2c(O)ccc3ccccc23)c1	0.18	10	-7.2	0.0	-30	2	-20	4	-15
Cc1ccc(NC2=C(Cl)C(=O)OC2NC(=O)c2ccccc2)cc1 (stereo not drawn)	-0.41	18	0.0	0.7	-7	4	2	7	-10

Given field by field: part of the list above
COc1cc(NC(=O)c2cc3ccccc3cc2O)c(OC)cc1Cl
  Cl transport mod = 0.94
  Hck-Nef inh = 24
  TNF necrop inh = -6.1
  L929 necroptosis = 0.1
  Rad51 HR inh = -1
  FXIa inh 1536 = -2
  thrombin 1536 = -3
  FXIIa inh 1536 = 6
  hK5 inh = -2
Cc1nc(N)nc(N)c1/C=C/C(C)(C)c1ccc(Cl)cc1
  Cl transport mod = -0.47
  Hck-Nef inh = 5
  TNF necrop inh = -11
  L929 necroptosis = 13
  Rad51 HR inh = 24
  FXIa inh 1536 = -4
  thrombin 1536 = -7
  FXIIa inh 1536 = 0
  hK5 inh = -7
COc1ccc(CN2CCCC(C(=O)c3cccc(C(F)(F)F)c3)C2)cc1O (stereo not drawn)
  Cl transport mod = 0.0043
  Hck-Nef inh = -1
  TNF necrop inh = 1.2
  L929 necroptosis = 0.1
  Rad51 HR inh = -4
  FXIa inh 1536 = 0
  thrombin 1536 = 0
  FXIIa inh 1536 = 6
  hK5 inh = 1

A second format for some results above:
SMILES,Cl transport mod,Hck-Nef inh,TNF necrop inh,L929 necroptosis,Rad51 HR inh,FXIa inh 1536,thrombin 1536,FXIIa inh 1536,hK5 inh
Cc1cc2oc(C(=O)N(Cc3ccco3)C3CCS(=O)(=O)C3)cc(=O)c2cc1Cl (stereo not drawn),0.34,2,-1.0,-0.3,-1,-8,-9,-6,1
O=C(CSc1cccc(C(F)(F)F)c1)NC(=O)NCc1ccco1,0.018,-5,0.8,0.2,-1,5,3,18,-55
O=C(c1ccc2ncsc2c1)N1CCN(c2ccc(O)cc2)CC1,0.65,0,-3.4,0.0,5,1,6,21,-4
COC(=O)c1ccc(N/C=C\C(=O)c2ccc3c(c2)OCO3)cc1,0.89,20,0.1,3.6,2,-3,-3,8,-1
Cc1ccc(N(Cc2cc3ccccc3[nH]c2=O)C(=O)c2cccs2)cc1C,0.85,12,-6.7,0.7,.,-2,-10,5,-2

The list continues:
SMILES	Cl transport mod	Hck-Nef inh	TNF necrop inh	L929 necroptosis	Rad51 HR inh	FXIa inh 1536	thrombin 1536	FXIIa inh 1536	hK5 inh
Cc1ccc(C(=O)NC(=S)Nc2ccc(N3CCOCC3)cc2)cc1	4.2	16	1.5	0.4	-13	-7	5	4	-4
Cc1[nH]c(=O)[nH]c1C(=O)CCCCC(=O)O	-0.31	2	1.9	1.4	0	8	-4	4	-3
CCOC(=O)c1oc2ccc(Br)cc2c1CSc1nnc(C)s1	-1.4	2	-0.1	0.1	3	7	-18	-6	8
CCn1c(C)[n+](CC(O)COCC2CC=CCC2)c2ccccc21 (stereo not drawn)	0.82	1	0.6	-0.5	-3	-4	-3	10	-2
CCOC(=O)C1=C(C)N(C)C(=S)NC1c1cccc(Cl)c1Cl (stereo not drawn)	2.4	18	-0.7	0.5	1	-2	-3	6	4
Cc1ccc2nc(S(=O)(=O)O)[nH]c2c1	-0.076	-6	3.1	0.7	-9	4	1	17	4
N#Cc1c2n(c3c(=O)n(Cc4ccccc4Cl)cnc13)CCCC2	.	0	-0.6	-1.1	17	1	4	6	-3
CCOc1ccc2nc(NC(=O)C3CCCO3)sc2c1 (stereo not drawn)	.	19	2.2	24	0	-4	-6	4	-3
CCOc1cc(C2NC(=O)NC(c3ccccc3)=C2C(C)=O)ccc1OCC(N)=O (stereo not drawn)	0.22	-2	-0.7	-0.4	.	-11	-8	-20	-2
O=C(O)C1CCCCC1C(=O)N1CC=C(c2ccccc2)CC1 (stereo not drawn)	0.34	0	0.6	0.2	0	-2	-8	4	13
Cc1ccc(N=C2NC(=O)/C(=C/C=C/c3ccco3)S2)cc1C	0.59	24	-2.1	0.9	-51	7	-8	11	-75
CCc1ccc(N2CC34C=CC(O3)C(C(=O)OC)C4C2=O)cc1 (stereo not drawn)	-0.018	17	-1.2	0.6	-7	-3	-6	17	-4

Screening data as filed in PubChem BioAssay.

Not all compounds are listed; count on the stated rates, not on these rows.
